Compound activity from PubChem.
GLS inh: qHTS for Inhibitors of Glutaminase (GLS) | Glutaminase kidney isoform, mitochondrial (Homo sapiens), O94925 | GLS enzymatic activity, qHTS titration | Potency, µM (top dose mostly 45.5 µM), without a hit: at the highest dose activity change, negative = inhibition, hits mostly inhibitors | 410,000 compounds, 0.21% hits | AID 624170, 2012; also: potency is read from the fitted curve at half-maximal effect; % is scaled to controls: 0 for no effect and ±100 for the full control effect
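Human kidney-isoform GLS in 45 mM KH2PO4 pH 8.2, 0.02% Tween-20, with compound, started with 1mM L-Glutamine (added stock). Glutamate oxidase/HRP/Amplex red coupled fluorescence read at start and after 30 min at RT.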
mIDH1 inhibitor: qHTS for Inhibitors of mutant isocitrate dehydrogenase 1 (IDH1): qHTS | Isocitrate dehydrogenase [NADP] cytoplasmic (Homo sapiens), O75874 | IDH1-R132H enzyme, NADPH consumption, diaphorase/resazurin fluorescence | Potency, µM (doses to about 76.6 µM), for the others: at the highest dose activity change, negative = inhibition, actives largely listed as inhibitors | 390,000 compounds, 0.093% hits; also: potency is read from the fitted curve at half-maximal effect; % is scaled to controls: 0 for no effect and ±100 for the full control effect; nearly all actives have a fitted effect of over 65% in size
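IDH1-R132H (0.5 ug/mL dispensed) in pH 7.5 Tris buffer was preincubated 30 min with compound, then given a substrate mix of 0.016 mM NADPH and 2 mM alpha-KG for 80 min at room temperature; remaining NADPH was read by diaphorase/resazurin fluorescence.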
TrxR1 substrate: qHTS Assay for Substrates of Mammalian Selenoprotein Thioredoxin Reductase 1 (TrxR1): qHTS; Potency, µM (top dose mostly 114 µM), for inactives: at the top dose activity change, negative = substrate turnover; Thioredoxin reductase 1, cytoplasmic (Rattus norvegicus), O89049; purified TrxR1 substrate turnover, NADPH consumption readout; 390,000 compounds, 0.01% hits; also: potency is read from the fitted curve at half-maximal effect; % is scaled to controls: 0 for no effect and ±100 for the full control effect; nearly all actives have a fitted effect of over 50% in size
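Rat TrxR1, dispensed at 90 nM, was prereduced with 400 uM NADPH (final) for 5 min at ~22 deg C, then incubated with compound 15 min before 400 uM selenite. A first-read NADPH fluorescence drop versus no-compound background flagged substrates.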
Pin1 inhibitor: qHTS Assay to Find Inhibitors of Pin1; Peptidyl-prolyl cis-trans isomerase NIMA-interacting 1 (Homo sapiens), Q13526; Pin1 FP peptide displacement, HiFluor488, 10 min; Potency, µM (highest dose often 115 µM), for inactives: top-dose activity, negative = inhibition, usual class: inhibitors; 390,000 compounds, 0.009% hits; active = well fitted inhibition curve with a large enough effect in the polarisation, with a control signal flat, not every such curve was filed as active; inconclusive = small, poorly fitted or top-dose-only effect, or effect the other way, or a change in a side signal; inactive = no such curve, though single readings can be large or run the other way; the % refers to the polarisation; also: potency is read from the fitted curve at half-maximal effect; % is scaled to controls: 0 for no effect and ±100 for the full control effect
Target sequence (Q13526 whole entry, looked up): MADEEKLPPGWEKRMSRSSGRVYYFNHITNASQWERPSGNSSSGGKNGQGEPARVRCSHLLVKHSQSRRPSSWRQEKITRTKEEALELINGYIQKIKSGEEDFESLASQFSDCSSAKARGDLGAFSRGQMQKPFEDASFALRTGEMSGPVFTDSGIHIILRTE
TrxR1 inh: qHTS Assay for Inhibitors of Mammalian Selenoprotein Thioredoxin Reductase 1 (TrxR1): qHTS; Thioredoxin reductase 1, cytoplasmic (Rattus norvegicus), O89049; recombinant rTrxR1, NADPH fluorescence consumption, selenite substrate; Potency, µM (highest dose often 114 µM), for the others: at the highest dose activity change, negative = inhibition, hits mostly inhibitors; 390,000 compounds, 1% hits; AID 588453, 2011; also: potency is read from the fitted curve at half-maximal effect; % is scaled to controls: 0 for no effect and ±100 for the full control effect; nearly all actives have a fitted effect of over 65% in size
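Rat TrxR1 (90 nM in the dispensed reagent) was pre-reduced with 400 uM NADPH for 5 min at room temperature, then incubated with compound for 15 min. After 400 uM selenite was added, NADPH fluorescence (Ex 340/Em 450 nm) was followed for 8 min.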
USP1 inh: Inhibitors of USP1/UAF1: Primary Screen. Ubiquitin carboxyl-terminal hydrolase 1 (Homo sapiens), O94782. recombinant USP1/UAF1, Ub-Rhodamine cleavage fluorescence. Potency, µM (titrated, usually from 57.1 µM), inactives show top-dose activity change, negative = inhibition, hits mostly inhibitors. 390,000 compounds, 0.23% hits. AID 743255, 2014; also: potency is read from the fitted curve at half-maximal effect; % is scaled to controls: 0 for no effect and ±100 for the full control effect; nearly all actives have a fitted effect of over 60% in size; inactives centre near -12
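USP1/UAF1 complex at 1 nM was preincubated with compound for 15 min at room temperature, then Ub-Rho substrate (150nM final) was added. Fluorescence (480/540 nm) was read kinetically, 6 reads every 60 seconds.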
PGK inhibitor: qHTS Assay to Find Inhibitors of Phosphoglycerate Kinase; Phosphoglycerate kinase, glycosomal (Trypanosoma brucei brucei), P07378; PGK/GAPDH coupled, Kinase-Glo luminescence, 60 min; Potency, µM (series often up to 57.5 µM), without a hit: at the highest dose activity change, negative = inhibition, hits mostly inhibitors; 380,000 compounds, 0.043% hits; AID 602233, 2012; also: potency is read from the fitted curve at half-maximal effect; % is scaled to controls: 0 for no effect and ±100 for the full control effect; nearly all actives have a fitted effect of over 60% in size
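Luminescent ATP detection (Kinase-Glo Plus) follows a 60-minute room-temperature incubation, with wells lacking PGK as controls. Buffer: 100 mM TEA (pH 7.6), 5 mM MgCl2, 0.01% Tween-20. Coupling enzyme GAPDH (100 nM final) supplies unstable 1,3-BPG in-well.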
HP1b chromo inh: HTS for Inhibitors of HP1-beta Chromodomain Interactions with Methylated Histone Tails | AlphaScreen HP1-beta / biotin-H3K9me3 peptide binding | AID 540317, 2011 | Chromobox protein homolog 1 (Homo sapiens), P83916 | Potency, µM (doses to about 114 µM), for the others: at the top dose activity change, negative = inhibition, most hits filed as inhibitors | 390,000 compounds, 0.56% hits; also: potency is read from the fitted curve at half-maximal effect; nearly all actives have a fitted effect of over 70% in size; inactives centre near 23
Target sequence (P83916 whole entry, looked up): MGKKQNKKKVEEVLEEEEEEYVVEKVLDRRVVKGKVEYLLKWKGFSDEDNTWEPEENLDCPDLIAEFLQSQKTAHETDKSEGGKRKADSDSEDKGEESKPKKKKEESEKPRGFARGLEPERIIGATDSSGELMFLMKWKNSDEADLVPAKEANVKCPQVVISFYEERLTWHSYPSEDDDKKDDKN
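Compound inhibition of the preformed complex between 50 nM HP1-beta and 50 nM biotinylated H3K9me3 peptide was read by AlphaScreen. Buffer was PBS pH 7.4 with 0.01% Tween-20. Incubations ran 30 min at room temperature, with 10 ug/mL donor/acceptor beads.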
PI4K2A block: qHTS for small molecular inhibitors of PI4K2A | Phosphatidylinositol 4-kinase type 2-alpha (Homo sapiens), Q9BTU6 | purified PI4K2A, ADP-Glo luminescence, 1 h; active compounds read low | activity change, negative = inhibition, % at 76.9 µM | 420,000 compounds, 0.13% hits; in the data active = activity change below about -50%; inconclusive = mostly about -30% to -49%;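 also: -100% = wells without enzyme as full effect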
Target sequence (Q9BTU6 whole entry, looked up): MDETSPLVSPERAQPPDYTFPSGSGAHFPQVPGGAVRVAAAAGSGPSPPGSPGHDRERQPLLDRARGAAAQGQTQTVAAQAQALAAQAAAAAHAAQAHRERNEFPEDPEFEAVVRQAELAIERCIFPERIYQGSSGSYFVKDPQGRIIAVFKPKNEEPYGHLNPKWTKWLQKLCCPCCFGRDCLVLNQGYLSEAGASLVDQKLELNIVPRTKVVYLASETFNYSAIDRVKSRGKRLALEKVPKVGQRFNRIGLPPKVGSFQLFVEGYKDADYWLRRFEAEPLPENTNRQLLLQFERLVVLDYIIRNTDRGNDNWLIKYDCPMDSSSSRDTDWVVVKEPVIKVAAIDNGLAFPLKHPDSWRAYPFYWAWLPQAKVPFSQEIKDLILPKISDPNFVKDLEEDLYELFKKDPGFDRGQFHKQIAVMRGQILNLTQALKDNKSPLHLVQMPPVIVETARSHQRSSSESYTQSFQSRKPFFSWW
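PI4K2A activity was measured by ADP-Glo luminescence: enzyme (4 ug/mL stock) and phosphatidylinositol (1.2 mM stock) in Tris pH 7.5/MgCl2/EGTA/Triton X-100 buffer were reacted with ATP (300 microM stock) for one hour at ambient temperature.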
* marks the source's active call; other numbers are inactive results; i = inactive; ? = inconclusive; · = not tested or not shown; [ ] = remark or other dose. Unless noted, calls follow the shape of the dose curve; as a rule, active = well fitted curve in the direction sought with a large enough effect; inconclusive = small, poorly fitted or top-dose-only effect, or another doubt; inactive = no such curve, though single readings can be large; an effect the other way counts as inactive or inconclusive. These rows are one share of the data (hit frequency here may not be typical).

item | SMILES | GLS inh | mIDH1 inhibitor | TrxR1 substrate | Pin1 inhibitor | TrxR1 inh
1 | O=C(CSc1nnc(-c2ccccc2O)o1)NC1CCCCC1 | -4.2% | 2.7% | 2.7% | -0.6% | 12.8%
2 | O=C(Nc1ccccn1)C1CCN(C(=O)c2ccc(Cl)cc2)CC1 | 1.3% | 4.8% | · | · | ·
3 | O=C(CSc1cccc[n+]1[O-])Nc1cc(Cl)ccc1[N+](=O)[O-] | -0.2% | 4.2% | 8.2%[11.4 µM] | -3.0% | 18.6%[11.4 µM]
4 | Cc1ccccc1NCc1ccc([N+](=O)[O-])s1 | 5.6% | -4.6% | -7.7% | -1.8% | 15.0%[57.1 µM]
5 | O=C1Oc2ccccc2C2(O)C3CCCCCC3C12 (configuration not stated) | 20.1% | 10.6% | 2.9%[57.1 µM] | 2.0% | 10.3%
6 | CC(=O)Nc1ccc(C(=O)OCC(=O)N2CCCC2=O)cc1 | -4.3% | 4.9% | 0.5% | 1.5% | 6.0%
7 | COc1cc(NC(=O)C2CC(=O)NC3=C2C(=O)CCC3)c(OC)cc1Cl (configuration not stated) | 0.1% | 2.1% | 0.7% | 0.6% | 6.3%
8 | NS(=O)(=O)c1ccc(CCNC(=O)c2ccc(Cl)s2)cc1 | -7.6% | -3.8% | 1.5% | 3.7% | 28.3%

item | USP1 inh | PGK inhibitor | HP1b chromo inh | PI4K2A block
1 | -15.2% | -6.6% | 48.0%[activator] | 4.8
2 | -22.1% | -10.2% | · | 0.7
3 | -13.2% | -4.6% | 43.9%[activator] | 2.8
4 | -15.4% | -4.8% | ? | 0.4
5 | 3.8% | 1.8% | 14.7% | -4.1
6 | -18.4% | i | 27.7% | -1.4
7 | -6.5% | i | 33.7% | 1.7
8 | -13.0% | i | 32.0% | 5.6

(more compounds)
item | SMILES | GLS inh | mIDH1 inhibitor | TrxR1 substrate | Pin1 inhibitor | TrxR1 inh
9 | COc1c2c(cc3c1C(CC(O)Cc1ccccc1)N(C)CC3)OCO2 (configuration not stated) | -2.2% | -3.1% | 9.1%[57.1 µM] | 3.0% | -3.7%[57.1 µM]
10 | O=[N+]([O-])c1ccc(N2CCN(C(=S)Nc3ccc(F)cc3F)CC2)cc1 | 0.9% | 6.3% | -2.8%[57.1 µM] | 7.5% | 10.7%[57.1 µM]
11 | Cc1ccc(C)c(Nc2nn3c(=O)c4ccc(C(=O)NCc5cccs5)cc4nc3s2)c1 | -11.5% | -2.1% | 0.5%[57.1 µM] | 32.3%[activator] | 22.0%[57.1 µM]
12 | COC(=O)c1ccc(Cn2cnc3c(N)ncnc32)cc1 | 3.7% | -2.4% | 7.0%[57.1 µM] | -2.7% | -14.0%[11.4 µM]
13 | COc1ccc(N2CC(C(=O)OCC(=O)Nc3cc(C)on3)CC2=O)cc1 (configuration not stated) | -11.1% | -3.9% | -3.5%[57.1 µM] | 5.1% | -4.1%[57.1 µM]
14 | CSc1ccccc1NC(=O)Nc1cccc(Cl)c1 | 2.7% | 14.9% | 1.2% | -0.1% | 18.9%
15 | COc1ccc(C(C)=O)cc1CSc1nc2ccccc2o1 | -11.1% | 7.1% | -8.5% | 0.5% | -9.6%
16 | Cc1cc(C)nc(/N=C(\N)N2CCc3ccccc32)n1 | -8.5% | 9.5% | -1.0% | -6.3% | 4.3%

item | USP1 inh | PGK inhibitor | HP1b chromo inh | PI4K2A block
9 | -7.3% | -3.5% | 0.7% | 5.2
10 | -7.7% | 4.6% | -2.2% | 5.1
11 | ? | -6.2% | -0.2% | 5.1
12 | 4.8% | -2.6% | 17.3% | -17.7
13 | -12.4% | i | 53.6%[activator] | 0.0
14 | -19.9% | -2.0% | 13.0% | 6.7
15 | -19.0% | -2.2% | 64.8%[activator] | 1.4
16 | -22.3% | -7.7% | 26.8% | -5.0

Continued.
item | SMILES | GLS inh | mIDH1 inhibitor | TrxR1 substrate | Pin1 inhibitor | TrxR1 inh
17 | O=S(=O)(Nc1ccc(Cl)cc1)c1ccc2c(c1)CCO2 | 10.1% | 4.3% | 3.4% | -2.6% | 18.1%
18 | O=C(COc1ccc([N+](=O)[O-])cc1Cl)N1CCOCC1 | -11.6% | 3.4% | -8.1% | -0.5% | -6.9%[2.29 µM]
19 | Cc1ccc(C(=O)NCCn2cc(SCC(=O)N3CCOCC3)c3ccccc32)cc1 | -3.5% | 14.2% | -4.6%[57.1 µM] | 0.8% | 6.3%[57.1 µM]
20 | C[C@H](NC(=O)c1ccccc1Cl)C(=O)OCCOc1ccc(Cl)cc1 | 1.9% | -4.2% | -0.9% | -3.4% | 2.8%
21 | COc1ccc(N(CC(=O)NC2CC2)S(=O)(=O)c2ccccc2)cc1 | -3.6% | -2.5% | 7.0%[0.0914 µM] | 1.8% | 11.4%[57.1 µM]
22 | O=C(Nc1ccc(-n2cccc2)cc1)C1CC1 | 0.0% | 4.7% | -9.1%[57.1 µM] | -14.7% | 10.2%[57.1 µM]
23 | Cc1ccc(Nc2nc(Oc3ccc(OCc4ccccc4)nn3)nc(N3CCOCC3)n2)cc1 | -10.2% | 0.6% | -8.7% | -4.5% | 30.6%[57.1 µM]

item | USP1 inh | PGK inhibitor | HP1b chromo inh | PI4K2A block
17 | -17.1% | 2.2% | 33.4% | -9.1
18 | -20.8% | -8.8% | 44.1%[activator] | -0.9
19 | -18.2% | i | 44.2%[activator] | 4.6
20 | -11.3% | -2.6% | 36.6%[activator] | -6.6
21 | -19.6% | -7.9% | 19.3% | -7.4
22 | -7.8% | -3.8% | ? | -1.0
23 | -22.6% | i | 10.8% | 1.1

Reformatted with tabs: entries from further up.
No.	molecule	GLS inh	mIDH1 inhibitor	TrxR1 substrate	Pin1 inhibitor	TrxR1 inh	USP1 inh	PGK inhibitor	HP1b chromo inh	PI4K2A block
15	COc1ccc(C(C)=O)cc1CSc1nc2ccccc2o1	-11.1%	7.1%	-8.5%	0.5%	-9.6%	-19.0%	-2.2%	64.8%[activator]	1.4
16	Cc1cc(C)nc(/N=C(\N)N2CCc3ccccc32)n1	-8.5%	9.5%	-1.0%	-6.3%	4.3%	-22.3%	-7.7%	26.8%	-5.0
17	O=S(=O)(Nc1ccc(Cl)cc1)c1ccc2c(c1)CCO2	10.1%	4.3%	3.4%	-2.6%	18.1%	-17.1%	2.2%	33.4%	-9.1
18	O=C(COc1ccc([N+](=O)[O-])cc1Cl)N1CCOCC1	-11.6%	3.4%	-8.1%	-0.5%	-6.9%[2.29 µM]	-20.8%	-8.8%	44.1%[activator]	-0.9
19	Cc1ccc(C(=O)NCCn2cc(SCC(=O)N3CCOCC3)c3ccccc32)cc1	-3.5%	14.2%	-4.6%[57.1 µM]	0.8%	6.3%[57.1 µM]	-18.2%	i	44.2%[activator]	4.6
20	C[C@H](NC(=O)c1ccccc1Cl)C(=O)OCCOc1ccc(Cl)cc1	1.9%	-4.2%	-0.9%	-3.4%	2.8%	-11.3%	-2.6%	36.6%[activator]	-6.6
21	COc1ccc(N(CC(=O)NC2CC2)S(=O)(=O)c2ccccc2)cc1	-3.6%	-2.5%	7.0%[0.0914 µM]	1.8%	11.4%[57.1 µM]	-19.6%	-7.9%	19.3%	-7.4
22	O=C(Nc1ccc(-n2cccc2)cc1)C1CC1	0.0%	4.7%	-9.1%[57.1 µM]	-14.7%	10.2%[57.1 µM]	-7.8%	-3.8%	?	-1.0
23	Cc1ccc(Nc2nc(Oc3ccc(OCc4ccccc4)nn3)nc(N3CCOCC3)n2)cc1	-10.2%	0.6%	-8.7%	-4.5%	30.6%[57.1 µM]	-22.6%	i	10.8%	1.1
